RPL19A TOR yeast = RPL19A-GFP expression modulators in yeast, primary screen, cell-based, S. cerevisiae, multiplex flow cytometry, MLPCN; S. cerevisiae RPL19A-GFP strain, 3 h; active compounds read low; 0.3% of 330,000 active; percent response vs DMSO, % at 10 µM;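 active = percent response vs DMSO below 50%; inconclusive = fewer than 70 events counted for the yeast strain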;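 also: median channel GFP fluorescence of the barcoded RPL19A-GFP strain; ratio of sample median GFP to plate DMSO average so 100% = DMSO; lower means less RPL19A-GFP as with rapamycin TOR inhibition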
GASC-1 inh = inhibitors of GASC-1 histone demethylase, primary screen, biochemical, fluorescence, DELFIA europium | Lysine-specific demethylase 4C (Homo sapiens), Q9H3R0 | GST-JMJD2C(1-420) H3K9me3 demethylation | inhibition, % at 2.35 µM | 0.069% of 330,000 active;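 active = more than half of a compound's replicate wells show inhibition beyond 50%, single wells judged on their own value; inconclusive = some, but no more than half, of replicates pass 50% inhibition; inactive = no replicate passes 50% inhibition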;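 also: signal counts dimethyl H3K9 product captured on neutravidin plate; 0% = median of DMSO wells and 100% = 0.3 times that DMSO median; strong numbers were not always called active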
LAP4 TOR yeast = modulators of LAP4-GFP expression in yeast, primary screen, S. cerevisiae, multiplex flow cytometry, MLPCN library; 3 h; median GFP as percent of DMSO wells; GFP response vs DMSO, % at 10 µM; 0.34% of 320,000 active;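 active = GFP response vs DMSO above a set limit, about the screen mean plus 3 SD, cut at about 150% in these data; inconclusive = under 70 cell events counted for the yeast strain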
CR mimetic SO = reduction of superoxide in aged yeast, primary screen, HTS; 0.18% of 330,000 active; superoxide response (% of plate mean), % at 10 µM; S. cerevisiae aged cells, superoxide DHE fluorescence; active compounds read low; AID 2690, 2010;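 active = superoxide response under a set limit, about three screen SD below normal, cut at about 65% in these data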;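 also: yeast aged for seven days with compound at 30 °C before DHE staining; 100% = average MFI of all compound-treated wells on the plate with controls excluded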
proCasp3 act = activators of human procaspase-3 D3A mutant, primary screen, biochemical, absorbance, PC-3 D3A mutant, single concentration; Caspase-3 (Homo sapiens), P42574; recombinant procaspase-3 D3A, Ac-DEVD-pNA absorbance 405 nm; activation, % at 8.5 µM; 0.11% of 330,000 active;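 active = activation above the mean of all tested compounds plus 3 SD, cut at about 21% in these data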;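 also: 0% = DMSO alone and 100% = DMSO wells spiked with extra 5 µM PC-3 D3A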
Target sequence (P42574 whole entry D9A/D28A/D175A): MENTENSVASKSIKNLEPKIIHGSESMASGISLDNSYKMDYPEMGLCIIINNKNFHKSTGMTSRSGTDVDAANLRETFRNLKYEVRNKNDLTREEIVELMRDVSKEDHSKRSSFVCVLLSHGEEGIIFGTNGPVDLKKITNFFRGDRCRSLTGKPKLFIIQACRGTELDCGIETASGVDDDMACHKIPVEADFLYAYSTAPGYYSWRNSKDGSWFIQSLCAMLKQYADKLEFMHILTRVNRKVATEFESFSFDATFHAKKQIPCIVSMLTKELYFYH
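Technique: 405 nm absorbance of p-nitroaniline, reads at 0 and 120 min; Test system: Procaspase-3 D3A mutant; Incubation: 1 h enzyme-compound preincubation, then 2 h substrate reaction, 25 °C; Repeats: singlicate, each compound tested once; Benchmarks: low control DMSO wells, high control DMSO plus 5 µM PC-3 D3A.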
procasp7 counter = procaspase-7 activators, primary screen, counter-screen for procaspase-3 activator project, biochemical, absorbance, HTS, human; Caspase-7 (Homo sapiens), P55210; recombinant procaspase-7, Ac-DEVD-pNA absorbance 405 nm; D23A/D198A/D206A triple mutant, cannot self-cleave; scale: DMSO 0, 5 µM enzyme 100; activation, % at 8.5 µM; 0.093% of 330,000 active;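 active = percent activation above the screen-wide mean plus 3 SD, cut at about 25% in these data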
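buffer or medium = Zinc-free HEPES/NaCl buffer, pH 7.4 | material = Procaspase-7 triple mutant (PC-7 D3A) | input = 2 µM procaspase-7 mutant as dispensed | signal = Epi-absorbance of released pNA at 405 nm, two timepoints | timing = 1 h preincubation, 2 h reaction | replicates = singlicate compound testing | evaluation = % activation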
MEP2-GFP yeast = modulators of MEP2-GFP levels in yeast, primary screen, S. cerevisiae, multiplex flow cytometry, MLPCN library; S. cerevisiae MEP2-GFP strain, 3 h; 100% = DMSO control level; GFP response vs DMSO, % at 10 µM; 0.51% of 330,000 active; AID 2016, 2009;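 active = GFP response versus DMSO above a set limit, roughly screen mean plus 3 SD, cut at about 180% in these data; inconclusive = fewer than 70 cells counted for a yeast strain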;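 also: median GFP fluorescence of the barcode-gated MEP2-GFP cells per well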
AHR activator = AHR activators, primary screen, cell-based, luminescence, luciferase reporter, human | activation, % at 5 µM | 2.5% of 320,000 active | AHR-responsive luciferase reporter cells | Aryl hydrocarbon receptor (Homo sapiens), P35869; in the data active = activation above about 47%;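 also: 0% = vehicle wells and 100% = reference agonist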
Target sequence (P35869 whole entry, looked up): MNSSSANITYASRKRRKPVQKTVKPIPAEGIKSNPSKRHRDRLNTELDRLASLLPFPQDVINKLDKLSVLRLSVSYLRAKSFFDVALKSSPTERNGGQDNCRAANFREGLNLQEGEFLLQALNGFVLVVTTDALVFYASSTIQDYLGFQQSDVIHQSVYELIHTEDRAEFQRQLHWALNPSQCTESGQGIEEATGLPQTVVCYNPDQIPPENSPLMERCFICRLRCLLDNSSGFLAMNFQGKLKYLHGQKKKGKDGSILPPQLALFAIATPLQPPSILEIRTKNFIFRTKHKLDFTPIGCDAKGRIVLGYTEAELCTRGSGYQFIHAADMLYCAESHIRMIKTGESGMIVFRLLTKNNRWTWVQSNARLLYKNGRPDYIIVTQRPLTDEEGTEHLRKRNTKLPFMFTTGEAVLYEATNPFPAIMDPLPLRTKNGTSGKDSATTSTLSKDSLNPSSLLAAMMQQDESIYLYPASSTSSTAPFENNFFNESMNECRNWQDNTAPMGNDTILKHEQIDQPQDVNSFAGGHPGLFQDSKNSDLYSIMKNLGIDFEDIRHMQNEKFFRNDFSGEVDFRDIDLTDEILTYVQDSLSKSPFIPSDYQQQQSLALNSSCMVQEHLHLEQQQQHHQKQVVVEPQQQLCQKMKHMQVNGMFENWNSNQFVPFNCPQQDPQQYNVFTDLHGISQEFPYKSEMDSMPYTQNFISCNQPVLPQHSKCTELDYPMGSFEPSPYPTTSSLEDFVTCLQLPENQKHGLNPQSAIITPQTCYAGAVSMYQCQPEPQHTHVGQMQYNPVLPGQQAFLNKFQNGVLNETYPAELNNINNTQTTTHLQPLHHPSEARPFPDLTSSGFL
Active calls of the source: *; ? = inconclusive; . = not tested or not shown.

Below each compound: RPL19A TOR yeast	GASC-1 inh	LAP4 TOR yeast	CR mimetic SO	proCasp3 act	procasp7 counter	MEP2-GFP yeast	AHR activator
- c1ccc(C2OCCN3CCCCC23)cc1 (stereo not given)
→ 101	.	97	96	-9	-4	118	1
- CC(C)NC(=O)c1ccc(N2CC3CC(C2)c2cccc(=O)n2C3)c([N+](=O)[O-])c1 (stereo not given)
→ 106	4	106	90	5	5	107	1
- CCn1c(C(=O)N2CCC(C(=O)N3CCC4(CC3)OCCO4)CC2)cc2sccc21
→ 102	-3	99	72	0	-1	96	-2
- CCN1CCN(c2ncnc3ccc(Br)cc23)CC1
→ 103	3	114	102	3	4	100	1
- CN1CCC(O)(c2ccc(Cl)cc2)C(C(=O)c2ccc(Cl)cc2)C1 (stereo not given)
→ 107	-20	104	98	3	-4	104	-2
- N=C1c2ccccc2CN1CC(=O)c1ccccc1
→ 109	.	91	88	3	-3	107	46
- CN(C)CP(=O)(O)CN(C)C=O
→ 101	-7	98	100	2	5	103	1
- Cc1ccc(-n2c(O)c(C=NCCCn3ccnc3)c(=O)[nH]c2=O)cc1
→ 94	-4	111	105	-3	-5	94	-1
- COC(=O)C1=C(c2ccc(-c3ccccc3)c(F)c2)C[C@@H]2CC[C@H]1N2C(=O)NC1Cc2ccccc2C1
→ 97	2	97	99	6	6	93	1
- Cc1ccc(N2C(=O)NC(=O)/C(=C/c3ccc(OC(=O)c4cccs4)cc3)C2=O)cc1
→ 103	4	103	107	-9	-8	102	0

The closing four entries of the part before are carried over, then new ones follow:
Below each compound: RPL19A TOR yeast	GASC-1 inh	LAP4 TOR yeast	CR mimetic SO	proCasp3 act	procasp7 counter	MEP2-GFP yeast	AHR activator
- CN(C)CP(=O)(O)CN(C)C=O
→ 101	-7	98	100	2	5	103	1
- Cc1ccc(-n2c(O)c(C=NCCCn3ccnc3)c(=O)[nH]c2=O)cc1
→ 94	-4	111	105	-3	-5	94	-1
- COC(=O)C1=C(c2ccc(-c3ccccc3)c(F)c2)C[C@@H]2CC[C@H]1N2C(=O)NC1Cc2ccccc2C1
→ 97	2	97	99	6	6	93	1
- Cc1ccc(N2C(=O)NC(=O)/C(=C/c3ccc(OC(=O)c4cccs4)cc3)C2=O)cc1
→ 103	4	103	107	-9	-8	102	0
- Cc1ccc(CN2CCN(CC(=O)N3CCC4(CC3)OCCO4)C2=O)cc1
→ 98	7	95	96	-2	-9	96	3
- COc1cc2c(cc1O)CC1c3c(cc(O)c(OC)c3-2)CCN1C (stereo not given)
→ 101	3	100	95	4	8	103	6
- Cn1c(O)c(C(=O)c2ccccc2)c(=O)n(C)c1=O
→ 103	-3	105	101	-1	3	106	2
- CN1[C@H]2CC[C@@H]1C(C(=O)N1CCOCC1)=C(O)C2
→ 95	9	103	95	1	-7	109	0
- COc1ccccc1CCNC1CCC(C)CC1 (stereo not given)
→ 101	5	103	98	-4	9	104	3
- CN1C(=O)CN=C(c2ccc(Cl)cc2)c2cc(Cl)ccc21
→ 94	?	115	88	-5	0	98	2
- COc1ccc(C(=O)CC2C(=O)N(C)C(=O)N(C)C2=O)cc1
→ 106	.	102	112	4	-12	104	2
- Cc1c(C(=O)N2CCC3(CC2)OCCO3)sc2ncnc(N3CCc4ccccc4C3)c12
→ 108	-11	104	100	4	12	110	1
- Cc1ccc(NC2=NCCCS2)c(C)c1C
→ 97	-25	103	104	11	8	112	2
- COC(=O)C1=C(c2ccc(S(C)(=O)=O)cc2)C[C@@H]2CC[C@H]1N2C(=O)NCc1ccc(C(F)(F)F)cc1
→ 97	-9	96	93	10	5	106	-1
- CCCCCn1c(=O)c(C(=O)Nc2ccccc2Cl)c(O)c2ccccc21
→ 105	1	90	101	-3	-5	105	21
- O=[N+]([O-])c1cc(Cl)c(O)c(-[n+]2c(-c3ccccc3)cc(-c3ccccc3)cc2-c2ccccc2)c1
→ 100	-2	87	120	-1	2	107	5
- Cc1cccc(N2C(=O)NC(=O)/C(=C\c3cnc(-c4ccccc4)nc3)C2=O)c1
→ 104	35	88	102	-11	-18	93	2
- CCc1ccc(NC(=O)CN2CC(c3ccccc3)CC2=O)cc1 (stereo not given)
→ 98	1	103	103	6	6	102	4
- O=c1[nH]c(=O)n(-c2cccc3ccccc23)c(O)c1/C=N/N1CCCCCC1
→ 87	16	97	90	-2	-4	93	0
- c1cc2c(cc1C1OCC3C(c4ccc5c(c4)OCO5)OCC13)OCO2 (stereo not given)
→ 99	.	97	118	3	8	96	-1
- CC(=O)NNC(=O)CN1C(=O)CN=C(c2ccccc2)c2cc(Br)ccc21
→ 98	-5	94	104	-2	1	96	0
- COc1ccccc1CCNC1C2CC3CC(C2)CC1C3 (stereo not given)
→ 102	-16	89	102	9	0	97	5
- CCC(=NCCCN(CC)CC)c1c(O)n(C2CCCCC2)c(=O)[nH]c1=O
→ 98	7	95	101	-1	-12	89	-1
- COc1cc(OC)c(OC)cc1CN1CCN(C(=O)COc2ccc3ccccc3c2)CC1
→ 101	1	100	85	-6	-4	101	4
- CCCCC(CC)CNCC(O)c1ccccc1 (stereo not given)
→ 102	-1	93	98	3	2	112	1
- C/C(=N\Nc1ccccc1)c1c(O)n(C)c(=O)n(C)c1=O
→ 112	-1	100	108	-5	-12	114	22
- COc1ccc(OCC#CCN2CCCCCC2)cc1
→ 108	-13	85	75	5	4	109	3
- Nc1ccc2c(c1)Cc1ccccc1-2
→ 99	0	93	102	-9	-4	103	42
- CN(C)C(=O)Oc1ccc([N+](=O)[O-])cc1
→ 103	-7	92	103	7	-8	110	-3
- COc1ccc2c(c1O)-c1cccc3c1[C@@H](C2)N(C)CC3
→ 101	4	103	104	7	-3	98	64*
- Oc1ccc(/C=N/NP(=S)(c2ccccc2)c2ccccc2)c(O)c1O
→ 105	-16	119	83	-12	-16	107	3
- O=C(c1ccc(N2CCCCC2)c([N+](=O)[O-])c1)N1CCC2(CC1)OCCO2
→ 99	3	101	103	-5	-4	103	-1
- CCOC(=O)N(c1ccccc1)P1(=S)OCC(C)O1 (stereo not given)
→ 99	1	99	93	-9	-36	104	-2
- O=C(Cn1c(NCCCl)nc2ccccc21)c1ccc(Br)cc1
→ 101	4	95	92	-2	9	98	34
- CC(C)N1CCN(Cc2ccc3c(c2)OCCO3)CC1CCO (stereo not given)
→ 96	7	108	101	12	10	95	2
- Cc1nc2c(c(=O)[nH]1)C(c1ccc([N+](=O)[O-])cc1)c1c(c3ccccc3oc1=O)O2 (stereo not given)
→ 95	0	114	115	7	4	108	1
- CC/C(=N\NC(N)=O)c1c(O)[nH]c(=O)[nH]c1=O
→ 94	4	102	100	-8	-3	93	2
- NC1=Nc2ccccc2Oc2ccccc21
→ 87	-1	86	111	8	5	89	1
- COC(=O)C1=C(c2ccc(OC)c(OC)c2)C[C@@H]2CC[C@H]1N2C(=O)NCc1ccco1
→ 95	5	90	90	11	8	91	-3
- O=P(NS(=O)(=O)c1ccc(Cl)cc1)(Oc1ccccc1)Oc1ccccc1
→ 109	-3	85	104	4	0	100	9
- O=C1CN=C(c2ccccc2)c2oc3ccc(Br)cc3c2N1
→ 99	-1	99	98	0	15	106	25
- OC(CN1CC=C(c2ccccc2)CC1)c1ccccc1 (stereo not given)
→ 104	-9	94	109	4	6	106	-1
- O=C1NC(=S)NC(=O)C12C(c1ccccc1)NC(=S)NC2c1ccccc1 (stereo not given)
→ 108	-1	95	97	-1	9	102	3
- CCN(C(=O)COC(=O)c1cn(C)c2ccccc12)c1ccc(F)cc1
→ 103	8	104	99	3	1	98	6
- C#C[C@@]1(O)CCC2C3CCC4=C/C(=N/OCC(=O)NC(C(=O)O)C(C)O)CC[C@]4(C)C3CC[C@@]21C (stereo not given in full)
→ 100	2	.	86	9	-10	104	-1
- CCOC(=O)c1c(C=O)c2ccccc2n1Cc1ccccc1
→ 100	1	82	101	10	9	98	0
- c1cncc(CNC2=NCCC2)c1
→ 97	21	99	97	4	7	106	0
- COC(=O)C1=C(c2cc3ccccc3o2)C[C@@H]2CC[C@H]1N2C(=O)NCCO
→ 100	0	92	94	5	-3	99	3
- Cc1cc(N2CCCC2)ccc1C=C(C#N)C#N
→ 102	-7	122	88	-6	-3	115	3
- CN1CSC(=S)N(C)C1
→ 99	84	122	110	-4	-12	109	4
- COc1ccc(-c2cc(=NCC(=O)O)c3ccccc3o2)cc1
→ 92	-15	112	91	-7	-16	121	34
- CN(C)C(=O)Oc1ccc(Cl)c2ccccc12
→ 98	3	105	95	9	6	97	7
- CCN(CC)c1ccc(/C=C2\C(=O)NC(=O)N(CC3CCCO3)C2=O)cc1 (stereo not given)
→ 108	30	90	83	-3	-9	108	10
- CC(C)(C)P(=O)(N1CCOCC1)N1CCOCC1
→ 96	-15	104	102	4	1	102	0

The results go on.
Below each compound: RPL19A TOR yeast	GASC-1 inh	LAP4 TOR yeast	CR mimetic SO	proCasp3 act	procasp7 counter	MEP2-GFP yeast	AHR activator
- CC(Cc1cccs1)NCc1ccccc1 (stereo not given)
→ 100	-16	97	110	4	4	101	2
- O=c1[nH]c(=O)n(C2CCCCCC2)c(O)c1C=NC1CCN(Cc2ccccc2)CC1
→ 98	-14	99	76	8	-3	100	-1
- CC1CCC2[C@@H](C)C(=O)OC3O[C@]4(C)CCC1C32OO4 (stereo not given in full)
→ 110	1	113	99	-1	5	119	-1
- C=CCN1CCc2cccc3c2[C@H]1Cc1ccc(O)c(O)c1-3
→ 101	1	88	101	-15	-23	107	2
- O=[N+]([O-])c1cc(S(=O)(=O)c2ccc(O)c([N+](=O)[O-])c2)ccc1O
→ 100	0	95	116	5	8	99	0
- O=C(Nc1ccccc1OC(=O)N1CCCCC1)N1CCCCC1
→ 98	1	99	92	6	2	101	0
- O=C(c1ccc(C(F)(F)F)cc1)C1CCCN(Cc2ccc(CO)o2)C1 (stereo not given)
→ 104	2	102	94	3	4	99	2
- CC(C)(O)/C=C/C(=O)[C@](C)(O)C1[C@H](O)C[C@@]2(C)C3CC=C4C(C[C@H](O)[C@@H](O)C4(C)C)[C@]3(C)C(=O)C[C@]12C (stereo not given in full)
→ 105	3	84	96	1	2	92	-8
- COc1cccc(C2(O)CCN(Cc3ccncc3)CC2)c1
→ 100	2	94	91	-2	3	104	1
- CC(C)(C)c1ccccc1O
→ 100	1	116	101	8	3	112	-1
- Cc1cc(/C=C2/C(=O)NC(=O)N(c3ccccc3)C2=O)c(C)n1-c1ccc(F)cc1
→ 98	4	98	96	-8	1	100	12
- CCCCN=Cc1c(O)n(-c2c(C)cc(C)cc2C)c(=O)[nH]c1=O
→ 108	-23	102	93	0	-3	104	-1
- CCCc1nc2ccc(Br)cc2c(=O)n1-c1ccc([N+](=O)[O-])c(C(F)(F)F)c1
→ 105	6	96	99	6	2	99	26
- O=C(c1cc([N+](=O)[O-])ccc1N1CCNCC1)N1CCOCC1
→ 106	-2	103	104	5	-13	104	0

Screening data deposited in PubChem by several laboratories.

Not all compounds are listed (hit frequency here may not be typical).
